Screening results as filed in PubChem.
Tat export inh: blocks Tat-dependent protein export in E. coli; E. coli MC4100 TorA-mCherry Tat export, fluorescence; hit rate 0.036% among 340,000; inhibition, % at 10 µM; AID 488895;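 active = mean replicate inhibition at least 50% and at least half of replicates individually reaching 50%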;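 note: exported cargo escapes ClpAP degradation while cytoplasmic cargo is degraded and loses fluorescence; 0% = median of neutral control wells and 100% = median of NaSCN control wells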
DAGLB inhibitor: diacylglycerol lipase beta (human) inhibition | AID 504411 | HEK293T DAGLB membrane lysate, EnzChek fluorogenic substrate | inhibition, % at 5.17 µM | hit rate 0.059% among 340,000 | Q8NCG7; in the data active = inhibition above about 34%;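 note: 0% = enzyme with vehicle and 100% = wells lacking enzyme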
CDK5 inh: CDK5/p35 (human) kinase inhibition; Recombinant CDK5/p35, ADP-Glo luminescence, 60 min; inhibition, % at 10 µM; hit rate 0.01% among 330,000;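 active = highest replicate inhibition of at least 50% and at least 75% of replicates reaching 50%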;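 note: plate controls were DMSO neutral control for no effect and GW8510 at 10 µM for full effect; many of its hits are not listed in these tables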
SUMO Mot1 rescue: inhibitors of SUMOylation pathway: yeast Mot1-301 growth rescue; hit rate 1% among 320,000; S. cerevisiae Mot1-301 growth rescue, ATP luminescence, 38.5C; percent above DMSO median, 100 means doubled; growth rescue, % at 18.8 µM; AID 2716;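 active = every valid replicate shows activation above 250% relative to neutral control wells; inactive = the rest, any valid replicate at or below 250%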;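 note: OY570 slx delta 5 strain wells were the positive control but not used for scaling; some compounds called inactive have numbers as strong as hits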
HTR5A inv ctr: counter-screen for OPRM1-OPRD1 inverse agonists: human HTR5A inverse agonism; HTR5A cell line, luminescence; inhibition, % at 9.3 µM; hit rate 0.083% among 340,000; in the data active = inhibition mostly above about 23%, no sharp cut-off; inactive = mostly below about 18%;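 note: 0% = cells with DMSO and 100% = no-cell wells with DMSO; some compounds called inactive have numbers as strong as hits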
Target sequence (P47898 whole entry, looked up): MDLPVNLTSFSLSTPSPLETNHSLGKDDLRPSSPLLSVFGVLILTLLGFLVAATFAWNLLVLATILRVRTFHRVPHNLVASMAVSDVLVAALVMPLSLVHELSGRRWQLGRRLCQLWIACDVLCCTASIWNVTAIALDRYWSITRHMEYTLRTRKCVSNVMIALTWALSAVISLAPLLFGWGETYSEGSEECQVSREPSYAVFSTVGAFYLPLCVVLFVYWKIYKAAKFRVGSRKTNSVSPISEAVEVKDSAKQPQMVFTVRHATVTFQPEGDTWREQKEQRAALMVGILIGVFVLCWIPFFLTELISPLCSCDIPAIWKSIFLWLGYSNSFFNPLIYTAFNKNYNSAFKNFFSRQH
phage Ecoli inh: E. coli growth loss with phage present; growth absorbance; inhibition, % at 11.9 µM; hit rate 0.26% among 360,000; in the data active = inhibition above about 11%
E coli growth: counter-screen for AddAB inhibitors: E. coli growth inhibition. E. coli V3065 growth, OD600 absorbance, 18 h. inhibition, % at 11.9 µM. hit rate 0.27% among 330,000. AID 449728;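 active = inhibition above the campaign's mean inhibition across all tested compounds plus 3 SD, cut at about 9.9% in these data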;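 note: uninfected addAB+ strain grown without phage in ampicillin broth; 0% = DMSO wells and 100% = ciprofloxacin 0.95 µg/ml wells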
PKA-R1A activ: PKA-R1A complex activation; P00514+P68181; PKA-R1A dissociation, Cy5-IP20 fluorescence polarization; scaled: DMSO 0%, 113 µM cGMP 100%; activation, % at 11.4 µM; hit rate 0.083% among 340,000; AID 504707;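 active = percent activation above the mean of all tested compounds plus 3 SD, cut at about 19% in these data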;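 note: higher means more PKAc released from R1A so a rise in polarization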
HTR5A ag: counter-screen for OPRM1-OPRD1 agonists: human HTR5A agonism; HTR5A agonist assay, luminescence, cell-based; hit rate 0.61% among 340,000; activation, % at 9.3 µM; P47898; in the data active = activation mostly above about 9.5%, no sharp cut-off; inactive = mostly below about 7.6%;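 note: 0% = cells with vehicle only and 100% = reference agonist; strong numbers were not always called active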
AddAB inh: less growth of phage-infected E. coli with AddAB. E. coli expressing H. pylori AddAB, absorbance growth. inhibition, % at 11.9 µM. hit rate 0.29% among 330,000. AID 435030; in the data active = inhibition above about 12%;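 note: 0% = vehicle wells of infected cells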
PKA-R2B act: PKA-R2B complex activation | PKA-R2B holoenzyme dissociation, Cy5-IP20 fluorescence polarization; R2B truncated from residue 108, S112A mutant; 0% DMSO only, 100% 113 µM cGMP | activation, % at 11.4 µM | hit rate 0.079% among 340,000;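 active = activation above a cutoff set at the mean over all compounds plus 3 SD, cut at about 18% in these data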;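 note: higher means more holoenzyme dissociation and a rise in polarization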
Target sequence (P31323 whole entry, looked up, other chains not shown, the tested form may be a part): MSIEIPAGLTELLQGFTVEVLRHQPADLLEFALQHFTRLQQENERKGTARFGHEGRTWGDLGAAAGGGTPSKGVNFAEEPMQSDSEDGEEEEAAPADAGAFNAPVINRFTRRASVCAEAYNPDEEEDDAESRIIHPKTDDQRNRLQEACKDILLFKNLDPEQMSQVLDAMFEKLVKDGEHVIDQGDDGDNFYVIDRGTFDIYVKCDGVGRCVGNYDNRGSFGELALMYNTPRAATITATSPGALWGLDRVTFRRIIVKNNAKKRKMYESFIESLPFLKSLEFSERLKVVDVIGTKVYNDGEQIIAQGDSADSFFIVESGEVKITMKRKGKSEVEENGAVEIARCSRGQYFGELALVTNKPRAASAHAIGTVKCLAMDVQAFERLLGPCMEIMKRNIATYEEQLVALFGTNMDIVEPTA
An asterisk follows results filed as active; / = not tested or not shown. Rows were taken by chance; 2.3% or so of the library scored in one or more.

SMILES	Tat export inh	DAGLB inhibitor	CDK5 inh	SUMO Mot1 rescue	HTR5A inv ctr	phage Ecoli inh	E coli growth	PKA-R1A activ	HTR5A ag	AddAB inh	PKA-R2B act
O=c1n(Cc2ccccc2F)c2ccccc2n1Cc1ccccc1F	1	-10	-1.5	-2	-28	0.8	-3.7	-15	0	-0.6	-18
O=S(=O)(c1ccccc1)n1cc(-c2ccccn2)c(N2CCOCC2)n1	-6	-1	2.4	-18	1	3.8	2.7	-4	8	3.7	6
Cc1ccc(Cl)cc1N1CCN(S(=O)(=O)c2cccc(S(=O)(=O)N3CCCC3)c2)CC1	15	-10	-4.5	-2	-2	2.9	-0.9	-9	1	1.6	13
Cc1ccc(NC(=O)c2ccc(OC(=O)C(C)Oc3ccc(Cl)cc3C)cc2)cc1 (stereo unspecified)	-6	-1	-1.1	3	-2	1.9	0.0	3	5	4.6	-14
COCC1CCCN(Cc2cn(-c3ccccc3)nc2-c2ccc3c(c2)OCO3)C1 (stereo unspecified)	-9	-1	1.1	35	-13	0.5	0.9	6	4	2.9	3
CNC(=O)c1[nH]cnc1C(=O)Nc1cccc(Cl)c1	5	3	-1.1	3	3	0.2	-0.4	0	-5	-1.7	-1
COc1cccc(C(=O)Oc2cc(C)[nH]c(=O)c2[N+](=O)[O-])c1	-6	0	-6.7	102	-9	0.8	-0.9	-3	3	0.5	-10
COc1ccc(CCN2C(=O)CC(C(C)c3ccccc3)C2=O)cc1OC (stereo unspecified)	-2	-2	-0.4	-8	28	2.9	-0.4	4	-4	2.1	-3
CCSC1=C(C#N)C(=O)n2c1cc1c2CCCC1	-2	4	0.5	-13	9	0.9	-0.2	-8	-3	2.6	-6
COc1cc(/C=C2\C(=O)N(c3ccc(S(N)(=O)=O)cc3)N=C2C)ccc1OC(=O)c1ccco1	-2	-3	2.4	-1	29	3.6	0.5	-7	0	2.2	-5
COC(=O)CSc1ccc(S(=O)(=O)N2CCC(C)CC2)cc1[N+](=O)[O-]	17	1	0.7	-25	0	2.8	0.9	-10	4	1.7	-1
Cc1ccc(-c2c(C(=O)N(C)Cc3ccccc3)oc(=O)c3ccccc23)cc1	9	-6	0.8	235	-11	4.2	-0.3	-19	-1	0.2	0
Cc1sc2ncn(CC(=O)NCc3ccco3)c(=O)c2c1-c1ccc(F)cc1	0	3	2.0	13	10	0.1	0.8	3	-1	5.9	4
CCC(=O)N(C)CCc1cc2c(c(OC)c1/C=N/NC(=O)c1ccc(Br)cc1)OCO2	-1	2	-1.6	30	19	0.1	-1.8	-5	4	0.8	-4
CCCN1CNC(=S)N(c2ccccc2OC)C1	3	0	-1.7	-9	-5	4.4	0.2	-5	3	2.8	-12
COc1ccccc1P(=O)(c1ccccc1)c1ccccc1	-4	-4	0.4	385	-24	2.5	-0.5	4	6	3.7	-2
CC1(C(=O)Nc2cccc3ccccc23)CC1(Br)Br (stereo unspecified)	-10	0	0.7	-2	17	0.9	-1.8	-5	2	-0.9	-4
CC(OC(=O)c1cccc(-n2cnnn2)c1)C(=O)NCc1ccccc1 (stereo unspecified)	0	-1	1.1	-16	-21	4.2	0.1	1	8	3.8	-1
O=C(COC(=O)CCc1ccc(S(=O)(=O)N2CCOCC2)cc1)NC1CCCCCC1	10	-3	0.7	-3	-3	2.0	0.6	-9	1	1.9	-1
CN(C)CCOCCOc1ccccc1-c1ccccc1	-11	-4	-0.7	-7	-7	-2.3	-3.2	1	0	0.2	3
CCOC(=O)CN(C)C(=O)CCc1nnc(-c2ccc(-c3ccccc3)cc2)o1	4	-2	-0.8	-8	0	4.2	0.3	-3	0	-0.7	3
N=c1c(C(=O)NC2CCCC2)cc2c(=O)n3ccccc3nc2n1C1CCCCC1	1	1	0.0	-2	-15	5.0	-0.2	-1	-4	2.9	6
COc1cc(/C=N/NC(=O)c2ccncc2)ccc1OC(C)=O	-3	-2	-0.2	-15	10	3.6	0.2	14	-3	1.4	4
C/C(CC(=O)Nc1ccc(C)c(Cl)c1)=N\NC(=O)c1ccco1	5	3	-2.4	90	-6	4.9	1.8	5	-1	0.2	5
O=[N+]([O-])c1cccc(-c2ccc(/C=N/NC(=S)Nc3cccc(F)c3)o2)c1	-1	-4	4.1	2	9	8.0	2.7	0	6	7.8	-16
O=C(NNC(=S)NC1CCCCC1)c1cccc(S(=O)(=O)Nc2ccccc2Cl)c1	-8	8	1.6	-6	2	4.7	-0.3	3	2	2.1	-6
CC(C)(C)c1ccc(C(=O)Nc2ncn[nH]2)cc1	2	1	0.1	/	2	1.5	-1.4	0	-1	-1.8	10
CCn1c(SCC(=O)c2c(N)n(C3CC3)c(=O)[nH]c2=O)nnc1-c1ccoc1C	0	2	-2.3	70	7	0.9	-0.3	-5	-3	1.4	-11
CC(C)CC(c1nnnn1CC1CCCO1)N1CCN(Cc2ccc3c(c2)OCO3)CC1 (stereo unspecified)	-3	-3	-0.5	609	-7	0.7	-2.8	-10	3	1.5	-8
C=CCn1c(N)cc(=O)nc1SCC(=O)N1CCN(c2ccc(F)cc2)CC1	-11	0	0.5	29	8	2.7	-4.1	-16	-5	-1.1	-2
NC(=O)COC(=O)c1c2c(nc3ccccc13)CCCCC2	6	-1	-2.2	-11	-15	4.6	-0.4	1	-4	1.3	-21
Cc1cccc(OCCCn2c(CO)nc3ccccc32)c1	0	2	0.2	-4	-5	-0.5	2.0	-3	2	1.4	-4
COc1ccc([N+](=O)[O-])cc1NC(=O)c1ccc(-n2nc(C)cc2C)cc1	-1	2	2.1	-1	-57	3.6	0.0	-2	10	3.1	-7
Cc1ccc(S(=O)(=O)Nc2ccccc2C(=O)N2CCCCC2)cc1	3	-1	0.7	-5	24	-0.7	3.0	-5	-9	0.9	-12
Cc1[nH]c(=O)c(C#N)cc1-c1ccccc1	2	1	0.1	-16	-18	0.9	-0.6	1	1	3.8	1
COc1ccc(CC(=O)N(Cc2ccccc2)c2ccc(C)cc2)cc1OC	11	-1	0.9	-12	22	1.5	-2.3	-14	-3	-1.3	2
Cc1cc(C(F)F)n2ncc(C(=O)NCc3ccc(F)cc3)c2n1	5	2	0.7	12	-17	-0.3	1.7	-20	-4	4.5	-4
Cc1ccc(-c2nn3c(C)nnc3s2)cc1NC(=O)COc1ccc(Cl)cc1	-6	1	-4.8	157	7	1.2	2.9	-1	-2	2.9	-10
O=C(O)Cn1c(CCS(=O)(=O)c2ccc(Br)cc2)nc2ccccc21	0	1	-1.1	11	0	2.3	0.3	-6	0	-0.3	1
CCOC(=O)C1CCN(C(=O)Cc2c(F)cccc2Cl)CC1	7	3	3.0	-9	10	0.5	-1.3	-13	-4	4.7	3
COC(=O)CCCC(=O)Nc1ccc(Br)cc1	5	0	-0.3	-6	-15	4.7	-0.9	-4	-1	3.7	-15
CC(C)=C1SC(N2CCN(c3ccc(C)cc3)CC2)=NC1=O	-5	2	1.7	/	-1	5.2	2.5	2	3	2.9	2
CC(C)OCC1CC(CC(=O)Nc2ccc([N+](=O)[O-])cc2)C(=O)O1 (stereo unspecified)	3	1	1.4	-10	-4	5.3	-0.6	-9	3	0.9	-3
C=CCN(Cc1nc(-c2cc(OC)ccc2OC)oc1C)C1CCS(=O)(=O)C1 (stereo unspecified)	3	2	-3.1	4	-1	4.0	-3.9	-10	0	-1.0	-5
O=C(O)c1cc(S(=O)(=O)N2CCCCC2)ccc1N1CCCCC1	0	0	-0.1	3	4	1.2	-0.3	-5	-1	0.6	-9
Cc1ccc2[nH]c(=O)cc(C(=O)OC(C)C)c2c1	3	0	1.6	0	2	2.3	-0.4	8	5	1.7	-5
O=C(Nc1cc(S(=O)(=O)N2CCCCC2)ccc1O)c1ccccc1NS(=O)(=O)c1ccc(F)c(F)c1	12	14	-1.7	8	-15	4.4	-1.4	-8	1	0.1	-14
O=C(N/N=C/c1cn(-c2ccccc2)nc1-c1cc2ccccc2o1)c1ccncc1	-17	-1	-0.8	11	-30	3.2	-1.0	-1	9	2.3	-16
Clc1cccc(NCc2nnc(SCc3ccccc3Cl)o2)c1	16	-3	0.5	21	-11	2.8	-1.0	-3	-1	-1.1	1
CCCCN(C(=O)c1ccc(-c2ccc([N+](=O)[O-])cc2)o1)c1c(N)n(CC(C)C)c(=O)[nH]c1=O	-2	0	1.1	-4	-9	7.5	-1.9	-7	4	4.2	-5
O=C(CCCn1cc([N+](=O)[O-])cn1)Nc1ccc2c(c1)OCO2	-4	0	-5.4	-7	-9	1.0	-1.1	15	3	4.6	-2
O=C(CSc1nc2ccsc2c(=O)n1Cc1ccc(C(=O)O)cc1)NCc1ccco1	6	0	0.5	16	8	1.2	0.9	0	-5	-0.7	-9
COc1ccc(N2CCN(C(=O)C3CCN(S(=O)(=O)N4CCOCC4)CC3)CC2)cc1	2	1	-2.8	/	-23	2.5	/	-11	4	/	1
O=C(O)CC(NC(=O)C(c1ccccc1)c1ccccc1)c1ccco1 (stereo unspecified)	-12	-4	0.3	14	-12	0.0	0.0	-3	4	1.9	8
CC(C)NS(=O)(=O)c1ccc(Br)c(C(=O)OC(C)C(=O)NC2CCCCC2C)c1 (stereo unspecified)	10	-1	-1.6	51	-12	4.0	-1.1	-8	5	-0.9	-6
COc1ccc2c(c1OC)C(=O)N1N=C(c3ccc(-c4ccccc4)cc3)CC21 (stereo unspecified)	5	1	0.2	-14	-13	3.7	4.4	-1	5	3.3	2
O=C(C1COc2ccccc2O1)N1CCN(S(=O)(=O)c2ccccc2)CC1 (stereo unspecified)	-11	-2	0.3	-11	-7	-1.6	1.2	8	0	2.1	-2
COc1cccc(OC)c1OCCOc1ccc(C(=O)c2ccccc2)cc1	10	-9	0.3	85	12	3.4	-0.5	-9	-3	3.9	-13
CC(C)NC(=O)c1ccc2c(c1)S(=O)(=O)c1ccccc1C2=O	2	-1	0.0	197	-32	2.5	1.3	3	-3	2.6	-5
Oc1c(C(c2cccs2)N2CCC3(CC2)OCCO3)sc2ncnn12 (stereo unspecified)	-1	2	0.1	-5	3	1.8	-2.0	-3	3	1.1	-9
(list continues)
SMILES	Tat export inh	DAGLB inhibitor	CDK5 inh	SUMO Mot1 rescue	HTR5A inv ctr	phage Ecoli inh	E coli growth	PKA-R1A activ	HTR5A ag	AddAB inh	PKA-R2B act
O=C(NC1CCN(C(=S)NCCc2ccccc2)CC1)C1CC1	4	0	0.1	5	2	5.3	1.6	-6	-1	-0.2	-1
CCn1c(CC(=O)Nc2ccc(Cl)c(Cl)c2)nnc1SCc1ccc(C)cc1	0	-3	-2.2	130	2	1.3	1.8	-5	-1	-1.4	5
CCc1cccc(NC(=O)CN(C)S(=O)(=O)c2cnc[nH]2)c1	-8	0	2.6	8	11	1.5	1.3	-3	-3	4.2	-2
CC(=O)Oc1ccc2c(c1)C(=O)c1ccccc1C2=O	-4	-5	0.7	30	6	-0.2	-2.6	-2	-2	-2.0	2
